# SIAE primary = human SIAE inhibitors, primary screen, biochemical, fluorescence polarization, FP-Rh probe, 1536-well HTS; Sialate O-acetylesterase (Homo sapiens), Q9HAT2; SIAE FP-Rh probe binding; inhibition, % at 9.66 µM; hit rate 0.69% among 370,000; AID 1053197, 2014;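 active means inhibition above a cutoff: mean of compounds within the control limits plus 3 SD of those, cut at about 17% in these data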;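 further: 0% = plate median of compound wells and 100% = probe without SIAE protein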
# Target sequence (Q9HAT2 whole entry, looked up): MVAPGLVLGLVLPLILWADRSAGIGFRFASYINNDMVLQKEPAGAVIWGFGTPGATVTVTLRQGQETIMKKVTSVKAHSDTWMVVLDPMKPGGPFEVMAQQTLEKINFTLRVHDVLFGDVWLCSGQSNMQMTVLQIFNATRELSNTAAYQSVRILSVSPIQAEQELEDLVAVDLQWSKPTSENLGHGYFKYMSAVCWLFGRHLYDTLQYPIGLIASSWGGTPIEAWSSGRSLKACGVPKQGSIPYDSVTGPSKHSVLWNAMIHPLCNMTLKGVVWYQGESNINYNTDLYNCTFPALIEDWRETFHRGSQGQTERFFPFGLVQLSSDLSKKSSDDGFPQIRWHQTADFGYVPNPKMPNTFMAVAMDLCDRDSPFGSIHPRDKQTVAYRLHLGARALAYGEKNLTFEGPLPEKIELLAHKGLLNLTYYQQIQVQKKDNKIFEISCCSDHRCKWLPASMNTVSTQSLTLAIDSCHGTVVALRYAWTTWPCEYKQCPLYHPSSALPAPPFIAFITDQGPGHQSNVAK
# LEDGF integ inh = blockers of LEDGF/p75-dependent integrase strand transfer – biochemical, TR-FRET, high throughput, primary screen | inhibition, % at 3.7 µM | HIV-1 integrase (with human LEDGF/p75) | hit rate 0.64% among 370,000 | TR-FRET IN-LEDGF/p75 DNA integration, Eu/Cy5;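 active means inhibition above the screen-wide mean plus 3 SD, cut at about 13% in these data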;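 further: signal is the Cy5 over europium emission ratio at 671 and 618 nm; 0% = plate median of compound wells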
# TDP2 absorb = human TDP2 enzyme inhibitors, primary screen, biochemical, epi absorbance, recombinant enzyme. Tyrosyl-DNA phosphodiesterase 2 (Homo sapiens), O95551. T5PNP hydrolysis, p-nitrophenol absorbance 415 nm. inhibition, % at 12.8 µM. hit rate 0.34% among 370,000;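 active means inhibition above the mean of all tested compounds plus 3 SD, set per campaign, cut at about 25% in these data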;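 further: 0% = DMSO with enzyme and 100% = buffer with substrate but no TDP2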
#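 Read-out basis: percent inhibition. System: recombinant human TDP2. Buffer or medium: Mg2+-containing Tris-HCl buffer, pH 7.5. Repeats: single replicate. Timing: reaction 2 h, 37 °C. Benchmarks: high control without enzyme, low control DMSO plus TDP2. Probe or stimulus: 5 mM T5PNP. Doses: 12.8 µM only. Measured by: epi absorbance of p-nitrophenol freed from T5PNP by hydrolysis.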
# rCAG binder = binders of r(CAG) RNA repeats, primary screen, biochemical, fluorescence; r(CAG) RNA repeat, TO-PRO-1 dye displacement fluorescence; inhibition, % at 3 µM; hit rate 1.3% among 370,000;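 active means inhibition above the plate cutoff, the mean of all test compounds on that plate plus 3 SD, cut at about 35% in these data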;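 further: 0% = DMSO alone and 100% = 100 µM mitoxantrone as full dye displacement; higher means more dye released from RNA so lower well fluorescence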
# Rev-erbA mod = modulators of Rev-erb alpha DNA binding, primary screen, biochemical, FITC-DNA, fluorescence polarization, uHTS | Rev-erbα–FITC-DNA binding, 90 min | activity, % at 10 µM | hit rate 0.79% among 370,000;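 active means activity above about 14%, limit read from the data; passing the limit was not always enough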;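 further: 0% = DMSO wells with 35 nM protein and 100% = DMSO wells with 750 nM protein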
# Target sequence (P20393 whole entry, looked up): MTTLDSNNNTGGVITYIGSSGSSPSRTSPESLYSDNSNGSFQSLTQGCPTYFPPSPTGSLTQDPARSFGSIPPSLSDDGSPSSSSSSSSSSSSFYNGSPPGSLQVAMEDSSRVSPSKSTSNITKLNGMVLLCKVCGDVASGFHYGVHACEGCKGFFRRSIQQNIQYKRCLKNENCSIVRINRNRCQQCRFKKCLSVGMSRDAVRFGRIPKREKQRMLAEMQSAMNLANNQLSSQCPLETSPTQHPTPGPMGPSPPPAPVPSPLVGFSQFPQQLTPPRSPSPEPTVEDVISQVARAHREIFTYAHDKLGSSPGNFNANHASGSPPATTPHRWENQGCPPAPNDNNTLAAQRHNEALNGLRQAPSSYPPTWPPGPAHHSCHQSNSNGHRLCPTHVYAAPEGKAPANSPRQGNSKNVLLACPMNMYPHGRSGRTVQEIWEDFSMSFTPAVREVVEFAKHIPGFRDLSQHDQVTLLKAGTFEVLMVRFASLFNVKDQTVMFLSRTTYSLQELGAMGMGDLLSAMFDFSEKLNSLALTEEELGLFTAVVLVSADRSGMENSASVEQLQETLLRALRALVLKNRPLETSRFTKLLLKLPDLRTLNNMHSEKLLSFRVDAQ
# HTRA1 inh = HTRA1 serine protease inhibitors, primary screen, biochemical, fluorescence polarization, HTS. hit rate 0.5% among 340,000. AID 504803, 2011. inhibition, % at 5.96 µM. Q92743. recombinant HTRA1, FP-rhodamine activity-based probe; in the data active means inhibition above about 36%;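 further: 0% = enzyme with DMSO and 100% = wells lacking enzyme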
# ABHD4 inh = ABHD4 inhibitors, primary screen, biochemical, fluorescence polarization, mouse; purified mABHD4, FP-Rh probe fluorescence polarization; inhibition, % at 8.92 µM; hit rate 0.54% among 370,000; AID 720543, 2013;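 active means inhibition exceeding the mean over every tested compound plus 3 SD, cut at about 30% in these data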;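 further: 0% = plate median of compound wells and 100% = S159A mutant with DMSO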
#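 Doses – 8.92 µM, single dose · Material – wild-type mouse ABHD4 protein · Replication – single well per compound (singlicate) · Measure – percent inhibition of probe binding, normalized to plate controls · Schedule – 45 min compound pre-incubation plus 60 min probe step, 25 °C · Detection – fluorescence polarization with parallel and perpendicular emission, 525/598 nm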
# TCR CD3 inh = inhibitors of human TCR-CD3 interaction, primary screen, biochemical, fluorescence, TAMRA-labeled TCR probe; inhibition, % at 9.4 µM; hit rate 0.37% among 360,000; in the data active means inhibition above about 19%;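 further: recombinant mutant TCR 2C K166C tagged with TAMRA read by polarization; 0% = receptor in buffer alone and 100% = receptor with positive control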
# PG9 binder = binders of HIV-1 gp120 antibody PG9, primary screen, biochemical, TR-FRET; HIV-1 gp120 / PG9 antibody interaction; TR-FRET gp120-PG9 antibody binding; inhibition, % at 6.7 µM; hit rate 0.43% among 360,000; AID 624416, 2012; in the data active means inhibition above about 8.5%
# PRMT1 FP inh = PRMT1 methyltransferase inhibitors, primary screen, biochemical, fluorescence polarization. hit rate 1.3% among 370,000. recombinant PRMT1, activity-based probe fluorescence polarization. AID 652257, 2013. inhibition, % at 2.79 µM;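 active means inhibition above about 21% made by adding two undisclosed values, limit read from the data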
# Starred values were filed as active, the others as inactive; / = no result given. Not all compounds are listed. The share of hits here may be higher or lower than overall.
SMILES,SIAE primary,LEDGF integ inh,TDP2 absorb,rCAG binder,Rev-erbA mod,HTRA1 inh,ABHD4 inh,TCR CD3 inh,PG9 binder,PRMT1 FP inh
CC1(C)CC(=O)CC(C)(C)N1OC(=O)c1ccncc1,2,9,9,-2,0,-1,7,6,0.6,0
Cc1nnc(Sc2cc(NCCO)c([N+](=O)[O-])c3nonc23)s1,-2,-1,12,3,2,-6,5,7,-0.2,85*
CCOCC(O)CNC(=O)c1ccc2nc(Cc3ccc(OC)c(OC)c3)oc2c1 (stereo not given),12,5,5,-7,-5,-3,-2,-4,-0.8,-2
CC1CCC(NC(=O)Cn2c(=O)[nH]c3ccsc3c2=O)CC1 (stereo not given),2,0,-14,0,-3,-4,1,4,-1.4,0
CC1(C)CC(=O)C2=C(C1)Nc1ccccc1N1C(=O)c3ccccc3C21 (stereo not given),-2,-2,-2,-6,1,-6,-11,-9,0.5,1
COc1ccc(OCC(=O)Nc2ccccc2OC)cc1,11,0,-3,-4,4,-7,0,4,-1.2,-7
Cc1cc(Br)cn2c(Cc3ccsc3)c(-c3ccccc3)nc12,14,-1,2,5,10,/,23,10,4.5,11
O=C(NCC1CCCCC1)c1cc(S(=O)(=O)N2CCCCC2)ccc1Cl,-2,-3,-3,0,-4,-8,5,-10,-1.7,2
CCn1nc(CC(=O)Nc2ccc(-n3cnnn3)c(OC)c2)c2ccccc2c1=O,4,2,-3,2,0,4,0,-2,2.2,2
Cc1cccc(NC(=S)NCC(c2cccnc2)N2CCOCC2)c1 (stereo not given),8,1,-1,0,-3,-5,-1,-4,0.2,-2
S=C(Nc1ccccc1)N1N=CCC1c1ccccc1 (stereo not given),6,-2,11,-3,-3,-9,1,-1,1.1,-3
O=[N+]([O-])c1ccc(N/N=C/C=C/c2ccco2)cc1,11,10,-1,20,-3,27,24,-8,-5.2,13
O=C(CCNC(=O)c1ccccc1)NCc1ccccc1F,-17,-1,2,1,0,-13,1,-1,1.1,-5
CNC(=S)NNC(=O)c1cn(C)nc1C,7,1,10,-2,-6,-1,0,13,-0.9,-2
O=C(CSc1nnc(CN2CCCCC2)n1-c1ccccc1)c1ccc2c(c1)OCO2,-2,0,-12,-2,-2,-5,-5,5,-2.8,-4
CC(C)(C)n1nc2c(c1NC(=O)c1ccccc1S(=O)(=O)C(F)F)CS(=O)(=O)C2,2,-1,-5,-4,13,0,1,-10,-1.7,1
COC(=O)CCCC1=CC2=C(c3ccccc3)C(=O)C(C)(OC(=O)C3CCCC3)C(=O)C2=CN1C1CC1 (stereo not given),8,7,8,11,-1,6,15,-2,0.6,9
COc1cccc(C(=O)N(CN2CCCC2=O)c2cc(C)on2)c1,1,-3,6,0,-2,0,2,3,-1.6,-2
Cc1ccc(S(=O)(=O)Nc2ccccc2C(=O)Nc2sccc2C(=O)NN(C)C)cc1,-5,-1,-2,24,-4,-12,-17,-3,0.2,6
Cc1nn(S(=O)(=O)c2cccc([N+](=O)[O-])c2)c(C)c1Br,-1,0,-9,-2,1,-1,0,-3,0.1,-2
COc1ccc(CCNC(=O)c2n[nH]c3ccccc23)cc1,-5,-4,-4,-1,2,-10,-2,-1,3.1,3
CC(OC(=O)Cc1n[nH]c(=O)c2ccccc12)C(=O)Nc1ccc(S(N)(=O)=O)cc1 (stereo not given),-3,1,3,-1,1,-3,4,4,-0.9,-5
O=C(COc1nc2ccccc2nc1N1CCOCC1)Nc1cccc(S(=O)(=O)N2CCCCC2)c1,-20,-1,1,8,0,-17,-10,7,1.3,-3
Cc1ccc(-c2c[n+](CC(=O)N3c4ccccc4Sc4ccccc43)c3n2CCC3)cc1,11,4,-12,10,2,-2,5,3,-4.2,-4
CCCCNc1c(-c2cccc(OC)c2)nc2nc(C)cc(C)n12,3,1,6,-1,-4,/,-2,-5,-2.2,-2

# 3 compounds picked at random from the list so far:
SMILES,SIAE primary,LEDGF integ inh,TDP2 absorb,rCAG binder,Rev-erbA mod,HTRA1 inh,ABHD4 inh,TCR CD3 inh,PG9 binder,PRMT1 FP inh
O=C(NCC1CCCCC1)c1cc(S(=O)(=O)N2CCCCC2)ccc1Cl,-2,-3,-3,0,-4,-8,5,-10,-1.7,2
O=C(CSc1nnc(CN2CCCCC2)n1-c1ccccc1)c1ccc2c(c1)OCO2,-2,0,-12,-2,-2,-5,-5,5,-2.8,-4
COc1ccc(CCNC(=O)c2n[nH]c3ccccc23)cc1,-5,-4,-4,-1,2,-10,-2,-1,3.1,3

# Other records
SMILES,SIAE primary,LEDGF integ inh,TDP2 absorb,rCAG binder,Rev-erbA mod,HTRA1 inh,ABHD4 inh,TCR CD3 inh,PG9 binder,PRMT1 FP inh
COc1ccc(CCNc2cc(C)[nH]c(=O)c2)cc1OC,6,-3,10,4,4,-6,-2,6,-1.7,-2
O=C(NCCS(=O)(=O)NC1CCCCC1)c1ccc2c(c1)OCO2,0,-4,10,-1,3,5,1,3,-0.9,-1
O=C1CC(NNc2nc3ccccc3s2)C(=O)N1c1ccccc1 (stereo not given),-2,0,-2,5,2,-7,6,3,0.1,-2
Oc1ccc2sc(-c3ccccc3O)c(-c3ccc(OCCN4CCCCC4)cc3)c2c1,12,-6,7,8,0,/,13,2,-1.0,-3
COC(=O)C1=C(C)N(Cc2ccc(C(F)(F)F)cc2)C(=NCc2ccccc2C(F)(F)F)NC1c1ccccc1 (stereo not given),4,-1,4,5,4,/,26,3,-1.4,-2
O=[N+]([O-])c1ccc(Oc2ccc(F)cc2Br)c2ccncc12,-5,-2,5,3,-4,-2,7,5,1.2,0
COc1ccc(NC(=O)CCCNC(=O)c2ccc(Cl)cc2)cc1S(=O)(=O)N1CCCCC1,0,3,-24,1,-5,8,4,-11,-2.5,2
CCCCN(CC)CCCNC(=O)c1ccc2c(c1)N(CC)C(=O)c1ccccc1S2(=O)=O,1,1,11,-3,-1,8,-2,2,0.1,-3
COC(=O)c1c(-c2ccc(OC)cc2)oc2ccccc12,-3,3,4,-1,1,-31,-6,-1,-0.5,1
Nc1nc(SCC(=O)Nc2ccc(F)cc2)[nH]c(=O)c1NC(=O)c1ccc(F)c(F)c1,-10,0,-1,-1,-3,4,0,-3,0.3,0
O=C(C1CC1)N1CCN(S(=O)(=O)c2ccc3c(c2)OCCO3)CC1,7,-3,11,2,1,-1,-1,5,0.2,-3
CCOC(=O)c1sc2ncn(/N=C/c3cccnc3)c(=O)c2c1C,0,0,-1,0,-9,-1,1,6,0.4,-2
COc1ccc(NC(=O)N/C=C/c2ccccc2)cc1,6,2,-2,3,-2,1,-5,1,-2.2,-1
Cc1nn(CC(=O)Nc2ccc3c(c2)nc(CN2CCCC2)n3C)c(=O)c2ccccc12,-5,-3,-16,8,-26,-5,-2,-10,2.7,1
CC1CC2=C(NC(=S)NC2c2ccccc2F)/C(=C/c2ccccc2F)C1 (stereo not given),9,2,-1,5,-4,-20,6,-7,2.1,49*
COc1ccc(Cl)cc1N(CC(=O)N1CCC(C)CC1)S(C)(=O)=O,5,1,11,-4,3,-7,0,4,-0.4,1
CC1CCN(Cc2ccc(NC(=O)C3CCN(c4nnc(-n5cccc5)s4)CC3)cc2)CC1,2,3,5,5,2,0,2,-12,-0.5,2
Cc1cc2ccccc2n1CCNC(=O)C1CC1,-7,5,-8,9,-1,1,-2,10,1.1,-1
NC(=O)c1ccccc1NC(=O)NC1CCCCC1,-6,-3,-2,0,5,-2,-4,-6,1.0,4
COCC(=O)Nc1cc(C(=O)NCCc2ccccc2)ccc1Cl,-6,-1,-7,-1,-1,-2,-2,-3,-3.0,0
CS(=O)(=O)c1ccccc1-c1nnc(NC(=O)COc2ccc(Cl)cc2)o1,11,4,-24,10,9,1,-6,-9,-1.2,-9
C/C(=N\NC(=O)c1sccc1-n1cccc1)c1cccs1,5,-7,-2,-2,14,-3,0,-1,-0.8,3
COc1ccccc1OCc1ccc(C(=O)N(C)c2ccccc2)o1,-5,2,0,-5,-4,-2,-3,2,0.2,4
O=C(N[C@@H]1C/C=C\C[C@@H](CC(=O)N(CCO)Cc2ccccc2)C(=O)N[C@@H](c2ccccc2)COC1=O)OCC1c2ccccc2-c2ccccc21,1,4,-4,3,-3,-16,3,-2,1.1,-2
CCSc1nnc(NC(=O)c2ccc(F)c(S(=O)(=O)N3CCOCC3)c2)s1,-2,-4,6,8,-3,-1,-7,0,1.8,3

# The list continues:
SMILES,SIAE primary,LEDGF integ inh,TDP2 absorb,rCAG binder,Rev-erbA mod,HTRA1 inh,ABHD4 inh,TCR CD3 inh,PG9 binder,PRMT1 FP inh
CC(C)(C)c1ccc(CC(=O)N2CCC2(C)C(=O)Nc2ccc3[nH]ncc3c2)cc1 (stereo not given),-3,-1,0,0,-8,/,-12,4,-0.3,-3
COc1cc(OC)cc(C(=O)Nc2ccccc2N2CCOCC2)c1,3,-1,6,-3,0,-5,-5,-3,-2.0,-3
COc1ccc(NC(=S)NCC(c2ccco2)N2CCCC2)cc1 (stereo not given),10,-6,-8,-2,2,5,-1,-7,-3.3,-3
CCOC(=O)CNC(=O)N(C)[C@H]1C[C@H]2c3[nH]c4ccccc4c3CCN2C[C@H]1[C@H](C)O,3,1,3,4,-2,/,-2,-6,-0.5,4
CN(C)c1ccc(CN(C(=O)/C=C/c2ccccc2Cl)C2CCS(=O)(=O)C2)cc1 (stereo not given),3,-6,-13,5,8,/,-4,4,-0.9,0
COc1c2occc2c(OC(C)=O)c2c(=O)cc(C)oc12,1,1,-12,2,0,2,1,3,-0.8,-7
Cc1ccc(CCNC(=O)CC2Oc3ccc(C)cc3NC2=O)cc1 (stereo not given),2,-3,4,-1,-7,1,-3,6,-1.0,0
CCn1nc(NS(=O)(=O)c2ccccc2)c2cc3cc(C)ccc3nc21,0,-5,-8,24,-1,3,-3,2,-7.1,4
Cc1nn(C)c(C(=O)NC2C3CC4CC(C3)CC2C4)c1Cl (stereo not given),4,-1,-4,-8,1,10,13,7,-1.6,-4
CC1C[C@@]2(NC(=O)NC2=O)C(C)CN1C (stereo not given in full),3,1,7,1,3,-2,-4,-4,-0.4,2
CCCCCc1c(O)nc(SCCN(C)C)[nH]c1=O,5,1,16,-1,7,7,-3,7,-0.2,4
Clc1cc(-c2ccc(/C=N/n3cnnc3)o2)ccc1Br,4,0,5,0,1,-13,2,3,-0.6,0
CCOC(=O)C1CCCN(C(=O)c2cc(C#N)cs2)CC1 (stereo not given),2,-1,3,0,0,/,2,-8,1.1,2
Cc1ccc(NC(=O)CN2C(=O)c3ccccc3C2=O)c(C)c1,2,-1,7,-2,-5,9,1,6,-0.6,0
N=C1C(c2ccccc2)=C(O)CN1CCCO,2,0,4,2,3,7,-2,7,-0.5,2
O=C(OCc1nnc(-c2ccccc2)o1)c1cc(F)c(F)cc1Cl,12,-3,8,-5,0,-7,1,0,-1.0,1

# Compound activity (PubChem BioAssay)
